Screening data deposited in PubChem by National Center for Advancing Translational Sciences (NCATS).
Lipid storage S3 – qHTS Assay for Lipid Storage Modulators in Drosophila S3 Cells; Drosophila S3 cells, BODIPY lipid droplet fluorescence, 18-24 h; cells fed with added oleic acid; AID 2685; 0.64% of 320,000 active; Potency in µM for hits, for the others lipid storage change, negative = inhibition, % at the top dose, mostly 46.1 µM; active = well fitted inhibition curve with a large enough effect in the signal ratio, with a control signal flat, not every such curve was filed as active; inconclusive = small, poorly fitted or top-dose-only effect, or effect the other way, or a change in a side signal; the % refers to the signal ratio
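Drosophila S3 cells loaded with oleic acid (400 uM, as added) and compounds at several concentrations; lipid droplets imaged by 488-nm laser-scanning cytometry, 500–530 nm intensity and object ratio to cell channel. Percent activity normalized to 20 uM Triacsin C.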
Lipid storage S3 cell count max – further read-out of Lipid storage S3, marked with its call; cell number change, %; measured here: cell count max response;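 cells counted by Cell Tracker Red CMTPX staining in the red channel; peak over a dose series mostly up to 46.1 µM; percent activity relative to internal control wells on each plate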
* = called active by the depositor; i = inactive; ? = inconclusive; nt = not tested or not shown; [ ] = another dose, or the depositor's remark. % is scaled to controls: 0 for no effect and ±100 for the full control effect; potency is read from the fitted curve at half-maximal effect.

SMILES | Lipid storage S3 | Lipid storage S3 cell count max
CCC(=O)Nc1cc(C(C)(C)C)ccc1C(C)=O | 12.8% | 6.9
Cc1ccc(-c2nc(CS(=O)CC(=O)NCCN3CCCCC3C)c(C)o2)cc1 (stereo unspecified) | -2.4% | -10.5
CC1Cc2ccccc2N1CC(=O)Nc1ccc2c(c1)OCCCO2 (stereo unspecified) | 2.2% | -12.5
CCCCN(CC)C(=O)CSc1nc2n[nH]c(C)c2c(=N)n1-c1cccc(C)c1 | -0.1% | 3.1
CC(C)COc1cccc(C(=O)NC2(C)CCS(=O)(=O)C2)c1 (stereo unspecified) | ? | nt
CCCNCc1cc(Cl)c(OCC)c(Cl)c1 | 5.6% | 2.3
CC(C)N1CCC(=NNC(=O)c2ccccc2[N+](=O)[O-])CC1 | 14.7% | nt
Cc1cc(Cl)cc2c(N=Nc3ccccc3C(=O)O)c(O)[nH]c12 | ? | nt
CN(CC(=O)Nc1ccc(Cl)cc1)Cc1cc(=O)n2ccsc2n1 | ? | nt
CCOc1ccccc1-c1noc(CCC(=O)Nc2cccnc2)n1 | 5.1% | 23.1
CC(C)(C)C(=O)Nc1cc(S(=O)(=O)Nc2ccc(Cl)cc2)ccc1Cl | ? | nt
O=C1NC(=Nc2ccccc2Cl)S/C1=C\c1cccc([N+](=O)[O-])c1 | -4.6% | -21.4

Another view of part of the listing above:
> Cc1cc(Cl)cc2c(N=Nc3ccccc3C(=O)O)c(O)[nH]c12
  Lipid storage S3 = ?
  Lipid storage S3 cell count max = nt
> CCC(=O)Nc1cc(C(C)(C)C)ccc1C(C)=O
  Lipid storage S3 = 12.8%
  Lipid storage S3 cell count max = 6.9

Further entries.
SMILES | Lipid storage S3 | Lipid storage S3 cell count max
Cc1cc(C)c(C#N)c(SCC(=O)Nc2ccc(S(=O)(=O)Nc3ncccn3)cc2)n1 | ? | nt
COc1ccccc1CNC(=O)[C@H](C)NC(=O)C1CCN(C(=O)[C@@H]2CCCN2C(=O)OC(C)(C)C)CC1 | 7.0% | -1.2
Cc1ccc(N2C(=O)CS/C2=N\C(=S)Nc2ccccc2)cc1 | 11.6% | 8.8
S=c1[nH]nc(-c2cc(-c3ccccn3)nc3ccccc23)o1 | ? | nt
COc1ccc(C(C(=O)NCCC(C)C)N(CCO)C(=O)c2snc(C(N)=O)c2N)cc1OC (stereo unspecified) | ? | nt
O=P(Cc1nnco1)(c1ccccc1)c1ccccc1 | 7.6% | -0.1
Cc1ccccc1Oc1ncnc2oc(-c3ccccc3)cc12 | ? | nt
C/C=C\C=C/C(=O)Nc1cccc(C2=NOC3(C2)C[C@@H](C(N)=O)N(C(=O)[C@H]2CCC(=O)N2)C3)c1 (stereo partly specified) | -28.6% | nt
COCCn1c(N)c(N(Cc2ccccc2)C(=O)c2ccc(C#N)cc2)c(=O)[nH]c1=O | 4.0% | -6.1
CCOCCCNC(=O)c1c(C)c(C(=O)OCC)n(C)c1C | i | nt
O=C1/C(=C/c2cccnc2)SC(=S)N1CCc1ccccc1 | -8.4% | 16.1
Cc1ccc(N2C(=O)CC(Nc3ccc(Cl)c(S(=O)(=O)N(C)C)c3)C2=O)c(C)c1 (stereo unspecified) | ? | nt
COC(=O)C1=C(C)NC(=O)/C1=C\c1cc(C)n(-c2ccccc2)c1C | ? | nt
CN1C(=O)/C(=C\c2ccc(-c3ccccc3)o2)SC1=S | -1.6% | -2.0
CCOC(=O)c1sc(NC(=O)CNCc2cccnc2)c(C(=O)OCC)c1C | -4.2% | 15.6
CCC(=O)c1ccc(OCC(O)Cn2c(C)nc3ccccc32)cc1 (stereo unspecified) | ? | nt
O=C(O)/C=C\C(=O)NC1CCCCC1 | ? | nt
O=C(Nc1ccc(C(=O)c2ccc(C(=O)O)c(C(=O)O)c2)cc1)c1ccccc1 | ? | nt
CCc1cc2cc(C)ccc2nc1SCC(=O)NC1CCCC1 | i | nt
COc1ccc(Cl)cc1S(=O)(=O)N1CCC(C(=O)NCc2ccccn2)CC1 | ? | nt
CCOc1ccc(NC(=O)CSc2ncn[nH]2)c([N+](=O)[O-])c1 | ? | nt
Cc1ccc(C(=O)c2ccc([N+](=O)[O-])cc2)cc1C | ? | nt
Cc1cccc(S(=O)(=O)Nc2ccc(C)c3c2OC(C)(C)C3)c1 | i | -14.1
CC1CC(C)CN(CCCNC(=O)CCNC(=O)Cn2ccc3ccccc3c2=O)C1 (stereo unspecified) | ? | nt
CSCCC(NC(=O)c1ccccc1Br)C(=O)NCc1ccc(F)cc1 (stereo unspecified) | i | 10.4
C[C@H](NC(=O)[C@H](Cc1ccccc1)NC(=O)c1cc2cc(Cl)ccc2n1C)C(=O)O | ? | nt
COC(=O)CNC(=O)CSc1ccccn1 | 12.5% | -2.0
CCOc1ccc2c(c1)OC(c1ccc(OC)cc1)(C(F)(F)F)NC2=O (stereo unspecified) | -7.3% | -7.5
O=C(OCC#CCSc1nnc(-c2cccc3ccccc23)o1)c1ccc(Cl)cc1 | ? | nt
CCC(=O)c1ccc(Oc2nc3c(c(=O)n(C)c(=O)n3C)n2CC)cc1 | -1.6% | 9.5
Cc1cc(C)cc(C(=O)Nc2cc3c4c(c2)CC(=O)N4CCC3)c1 | -15.8%[0.0737 µM] | -11.8
Cc1ccccc1N1C(=O)c2sc3nc4c(c(=O)n3c2C1=O)CCC4 | 10.0% | 2.7
O=C(CCC1COc2ccccc2O1)NCc1ccco1 (stereo unspecified) | ? | nt
Cc1ccccc1-n1c(SCC(=O)c2c(N)n(C3CC3)c(=O)[nH]c2=O)nnc1N1CCOCC1 | 100.1% | 24.1
COc1ccc2[nH]cc(C(O)CN3CCN(c4ccccc4F)CC3)c2c1 (stereo unspecified) | -1.2% | 0.1
COc1ccc(S(=O)(=O)N2CCCC(C(=O)NCCC3=CCCCC3)C2)cc1 (stereo unspecified) | i | nt
Cc1c(NC(=O)C(C)OC(=O)c2sc3ccccc3c2Cl)c(=O)n(-c2ccccc2)n1C (stereo unspecified) | ? | nt
COc1ccc(S(=O)(=O)N2CC3C4C=CC(C4)C3C2)cc1 (stereo unspecified) | -9.2% | -12.4
CC(C)n1c(NCCO)nc2ccccc21 | 2.5% | 12.7
CC(C)(C)NC(=S)NNC(=O)c1ccccc1Cl | -6.4% | -1.3
O=C(Cn1nnc(-c2ccccc2F)n1)Nc1ccc(S(=O)(=O)NC2CCCC2)cc1 | -0.5% | 6.1
CCn1c(=O)c2sccc2n(CC(=O)NC2CCCC2)c1=O | ? | nt
CC(C)C[C@@H](CO)N1CCN(Cc2ccc(O)cc2)CCC1=O | ? | nt
CCN1CCCC1CNC(=O)c1[nH]c2ccc(OC)cc2c1C (stereo unspecified) | ? | nt
CC(C(=O)Nc1ccc(F)c(F)c1F)N1CCCCCC1 (stereo unspecified) | -2.5% | 0.3
CC12c3ccccc3C(c3ccccc31)C1C(=O)N(c3cccnc3)C(=O)C12 (stereo unspecified) | -7.4% | -0.3
CCCN(CC(=O)Nc1ccccc1C)C(=O)CCN1C(=O)c2cccc([N+](=O)[O-])c2C1=O | ? | nt
COc1ccc(-c2nc(CNS(=O)(=O)c3cc(OC)ccc3OC)cs2)cc1 | ? | nt

Rewritten with tabs: 6 of the compounds above
compound	Lipid storage S3	Lipid storage S3 cell count max
COc1ccc(-c2nc(CNS(=O)(=O)c3cc(OC)ccc3OC)cs2)cc1	?	nt
CCn1c(=O)c2sccc2n(CC(=O)NC2CCCC2)c1=O	?	nt
COc1ccc(S(=O)(=O)N2CC3C4C=CC(C4)C3C2)cc1 (stereo unspecified)	-9.2%	-12.4
Cc1c(NC(=O)C(C)OC(=O)c2sc3ccccc3c2Cl)c(=O)n(-c2ccccc2)n1C (stereo unspecified)	?	nt
CC12c3ccccc3C(c3ccccc31)C1C(=O)N(c3cccnc3)C(=O)C12 (stereo unspecified)	-7.4%	-0.3
CCCN(CC(=O)Nc1ccccc1C)C(=O)CCN1C(=O)c2cccc([N+](=O)[O-])c2C1=O	?	nt

New compounds follow
SMILES | Lipid storage S3 | Lipid storage S3 cell count max
CN(C)c1ccc(Sc2nnc(NC(=O)Nc3ccc(Cl)cc3Cl)s2)cc1 | ? | nt
O=C(CN1C(=O)C(=O)N(C2CCCC2)C1=O)Nc1ccc(N2CCOCC2)cc1 | -4.7% | -6.6
Cc1ccc(C)c(S(=O)(=O)Nc2nc3ccc(S(N)(=O)=O)cc3s2)c1 | -6.0% | -6.5
Cc1ccc(C)c(OCCCCN2CCCCC2)c1 | ? | nt
COc1ccc([N+](=O)[O-])cc1N(CC(=O)N1CCCC1)S(C)(=O)=O | i | nt
COc1ccc(CCC(=O)N2CCc3ccccc32)cc1 | ? | nt
CC1=CCC(C(=O)O)(C(=O)N/N=C/c2cccs2)C(c2ccc(Cl)cc2)C1 (stereo unspecified) | ? | nt
CC(C)(C)C(=O)Nc1ccc(S(=O)(=O)NC2=NCCCCC2)cc1 | -3.0% | 3.0
Cc1nc(SCC(=O)Nc2cc(C)on2)c2c(C)c(C)sc2n1 | 12.0% | -17.2
O=C(/C=C/c1cccc(F)c1)NNC(=O)c1ccncc1 | 15.8% | 15.4
FC(F)(F)c1cccc(NC(=S)Nc2cccc(Cl)c2)c1 | ? | nt
COc1cc2c(cc1OC)CN(CCOc1ccc(Br)cc1)CC2 | ? | nt
O=C(Nc1ccc(S(=O)(=O)NC2=NCCCCC2)cc1)c1ccc(=O)[nH]c1 | ? | nt
CCOc1ccccc1N1CCN(CC(=O)Nc2cc(C)on2)CC1 | i | nt
CCCn1cc(S(=O)(=O)c2ccc(C)cc2)c(=O)c2cc(OCC)ccc21 | i | nt
CC1=C(C(=O)OC2CCCCC2)C(c2ccccc2F)NC(=O)N1 (stereo unspecified) | ? | nt
CCc1cc(=O)oc2cc(C)cc(OC(C)C(=O)NCc3cccnc3)c12 (stereo unspecified) | ? | nt
CC(=O)NCCNc1nc2c(-c3cccc(C(F)(F)F)c3)nnn2c2ccccc12 | -8.2% | -13.5
COc1ccc(C(=O)NCc2cccnc2)cc1Br | i | nt
COc1ccc(S(=O)(=O)Nc2ccc(S(=O)(=O)Nc3ccc(F)cc3)cc2)cc1C | ? | nt
O=C(Cc1cccs1)Nc1ccc(S(=O)(=O)Nc2ncccn2)cc1 | -2.9% | -0.2
CC(C)(C)C(=O)/C(=C/c1ccncc1)n1cncn1 | ? | nt
COc1ccc(/C=C/C(=O)N2c3ccccc3Sc3ccc(C(F)(F)F)cc32)cc1 | ? | nt
O=C(Nc1nccs1)C(NS(=O)(=O)c1ccc(Br)s1)c1ccccc1 (stereo unspecified) | 14.5% | 13.0
O=C(Cc1ccc(-n2c(=O)[nH]c3ccsc3c2=O)cc1)N1CCN(c2ccc(Cl)cc2)CC1 | ? | nt
CCOCC(=O)Nc1ccc(OCc2ccccc2)cc1 | ? | nt
CCOc1ccc(S(=O)(=O)N(C)c2ccc(OCC(=O)NCCc3ccc(OC)cc3)cc2)cc1 | -14.7% | -6.7
CCn1c(SCC(=O)NC2CC2)nnc1-c1ccccn1 | ? | nt
CCOC(=O)C(C(C)=O)C(c1ccc(OCCC(C)C)cc1)C(C(C)=O)C(=O)OCC (stereo unspecified) | ? | nt
COc1ccccc1P(=O)(c1ccccc1)c1ccccc1NC(C)=O (stereo unspecified) | 5.7% | 23.8
Cn1nnnc1SCC(=O)NCCCc1ccccc1 | ? | nt
C=CCn1c(SC)nnc1C1COc2ccccc2O1 (stereo unspecified) | ? | nt
O=C(NC1CCN(C(=S)NCc2ccco2)CC1)c1cccc(F)c1 | ? | nt
CCCCCn1c2nc3ccccc3nc2c2c(=O)n(CC3CCCO3)c(C)nc21 (stereo unspecified) | ? | nt
C[C@@H](NC(=O)[C@@H]1Cc2ccccc2CN1)C(=O)NC1CCCC1 | i | -3.5
COCCNC(=O)c1cc2c(=O)n(C)c3ccccc3c2n1C | -19.1% | -11.9
COc1ccc(Cl)cc1C(=O)NCCN(C)C | ? | nt
Nc1nc(Nc2ccc(Cl)cc2Cl)nc(C(F)(F)F)n1 | ? | nt
Cn1cc(C(=O)Nc2ccc(F)c(Cl)c2)cn1 | 16.8% | 8.8
Brc1cc2c(cc1CSc1ncccn1)OCO2 | ? | nt
CCOC(=O)c1sc(=NC(=O)c2c(F)cccc2F)n(C)c1C | ? | nt
CC(=O)c1cccc(CN2CCCC(CCC(=O)NCc3ccccc3F)C2)c1 (stereo unspecified) | -8.4% | -5.4
c1csc(Cn2nnnc2CN2CCN(c3nc4ccccc4s3)CC2)c1 | ? | nt
CN1CCN(S(=O)(=O)c2cccc(C(=O)N3CCN(c4ccccc4F)CC3)c2)CC1 | 13.2% | -17.6
COCCNC(=O)C(c1ccc(C)o1)N(C(=O)c1snc(C(N)=O)c1N)c1cccc(C)c1 (stereo unspecified) | ? | nt
Cc1cc(NC(=O)CSc2[nH]c(=O)cc(C(F)(F)F)c2C#N)no1 | ? | nt
CC(NCc1cccs1)C(=O)Nc1cc(Cl)cc(Cl)c1 (stereo unspecified) | i | 27.0
CCCN(C(=O)c1cn(CC)c2nc(C)ccc2c1=O)c1c(N)n(Cc2ccccc2)c(=O)[nH]c1=O | 1.5% | 16.4
NC1=C([N+](=O)[O-])C(c2ccccc2)C2=C(CCCC2=O)O1 (stereo unspecified) | -5.4% | -1.8
CN(C(=O)CSC1=NCCS1)c1ccccc1 | ? | nt
CCc1c(C)nc2c(-c3ccccc3OC)c(C)[nH]n2c1=O | ? | nt
Cn1c(=O)c2c(-c3cccc(F)c3)c3c(nc2n(C)c1=O)-c1ccccc1C3O (stereo unspecified) | -7.6% | 2.3
CN(Cc1ccccc1)c1ncnc2ccc(Br)cc12 | ? | nt

These rows are one share of the data, so the mix of outcomes need not match the whole.
